High-throughput results from PubChem BioAssay.
PRMT1 FP inh – inhibitors of human PRMT1. Q99873. recombinant PRMT1, activity-based probe fluorescence polarization. inhibition, % at 2.79 µM. 370,000 compounds, 1.3% hits. AID 652257;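 active means inhibition above about 21% made by adding two undisclosed values, limit read from the data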
Target sequence (Q99873 whole entry, looked up): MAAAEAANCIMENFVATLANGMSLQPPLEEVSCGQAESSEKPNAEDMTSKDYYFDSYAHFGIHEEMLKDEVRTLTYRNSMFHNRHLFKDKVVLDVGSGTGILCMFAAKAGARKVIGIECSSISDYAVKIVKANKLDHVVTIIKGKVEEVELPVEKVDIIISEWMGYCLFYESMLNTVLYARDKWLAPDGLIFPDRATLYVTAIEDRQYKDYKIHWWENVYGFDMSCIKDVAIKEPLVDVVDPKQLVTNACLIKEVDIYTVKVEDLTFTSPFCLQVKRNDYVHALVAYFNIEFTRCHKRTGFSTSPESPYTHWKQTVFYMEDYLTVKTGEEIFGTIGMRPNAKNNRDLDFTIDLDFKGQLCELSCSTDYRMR
LEDGF integ inh – blocks HIV-1 LEDGF/p75-dependent DNA integration; TR-FRET IN-LEDGF/p75 DNA integration, Eu/Cy5; inhibition, % at 3.7 µM; AID 743269; 370,000 compounds, 0.64% hits;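 active means inhibition above the screen-wide mean plus 3 SD, cut at about 13% in these data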;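 further: signal is the Cy5 over europium emission ratio at 671 and 618 nm; 0% = plate median of compound wells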
mABHD4 FP – inhibits mouse alpha/beta hydrolase domain 4; Q8VD66; purified mABHD4, FP-Rh probe fluorescence polarization; inhibition, % at 8.92 µM; 370,000 compounds, 0.54% hits;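 active means inhibition exceeding the mean over every tested compound plus 3 SD, cut at about 30% in these data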;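 further: 0% = plate median of compound wells and 100% = S159A mutant with DMSO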
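Test system: mouse ABHD4 enzyme, wild type. Reagent: FP-Rh fluorescent activity-based probe, added after compound pre-incubation. Timing: pre-incubation 45 min, probe exposure 60 min, at 25 °C. Technique: FP readout, ex 525 nm / em 598 nm. Benchmarks: high control S159A mutant with DMSO, low control median of compound wells.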
HTRA1 inh – blocks human HTRA1 serine peptidase | Q92743 | recombinant HTRA1, FP-rhodamine activity-based probe, fluorescence polarization | inhibition, % at 5.96 µM | 340,000 compounds, 0.5% hits | AID 504803; in the data active means inhibition above about 36%;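 further: 0% = enzyme with DMSO and 100% = wells lacking enzyme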
NPR2 activator – GC-B (human) receptor activation; P20594; HEK293-GC-B cells, CNP EC30, cGMP TR-FRET; 0% at EC30 CNP, 100% saturating CNP; activation, % at 10 µM; 370,000 compounds, 0.11% hits; AID 1920062;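 active means activation at 10 µM reaching about 35% in either raw or pattern-adjusted values, limit read from the data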
MBD2 inh – blocks human MBD2 binding to methylated DNA; 370,000 compounds, 0.31% hits; Q9UBB5; AID 686964; inhibition, % at 4.4 µM; TR-FRET, MBD2 binding to methylated oligonucleotide; in the data active means inhibition above about 13%
rCAG binder – r(CAG) repeat RNA binding; TO-PRO-1 dye displacement fluorescence; 370,000 compounds, 1.3% hits; inhibition, % at 3 µM;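 active means inhibition above the plate cutoff, the mean of all test compounds on that plate plus 3 SD, cut at about 35% in these data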;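 further: 0% = DMSO alone and 100% = 100 µM mitoxantrone as full dye displacement; higher means more dye released from RNA so lower well fluorescence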
SIAE inh – human SIAE inhibition, primary screen; SIAE FP-Rh probe binding, fluorescence polarization; inhibition, % at 9.66 µM; Q9HAT2; 370,000 compounds, 0.69% hits; AID 1053197;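 active means inhibition above a cutoff: mean of compounds within the control limits plus 3 SD of those, cut at about 17% in these data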;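 further: 0% = plate median of compound wells and 100% = probe without SIAE protein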
Target sequence (Q9HAT2 whole entry, looked up): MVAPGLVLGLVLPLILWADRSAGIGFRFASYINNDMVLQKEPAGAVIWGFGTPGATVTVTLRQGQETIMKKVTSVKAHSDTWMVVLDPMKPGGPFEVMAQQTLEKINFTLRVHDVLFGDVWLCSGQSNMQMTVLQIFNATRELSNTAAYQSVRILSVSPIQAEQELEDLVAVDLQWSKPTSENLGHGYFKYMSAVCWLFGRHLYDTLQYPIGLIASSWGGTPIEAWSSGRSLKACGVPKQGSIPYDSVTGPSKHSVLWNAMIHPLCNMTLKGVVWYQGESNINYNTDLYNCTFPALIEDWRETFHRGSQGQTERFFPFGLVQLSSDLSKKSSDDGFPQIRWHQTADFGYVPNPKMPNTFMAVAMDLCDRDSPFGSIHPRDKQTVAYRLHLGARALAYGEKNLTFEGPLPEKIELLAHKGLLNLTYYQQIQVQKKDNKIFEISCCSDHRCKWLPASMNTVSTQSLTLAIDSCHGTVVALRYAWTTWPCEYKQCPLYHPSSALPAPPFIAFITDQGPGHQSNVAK
TDP2 inh – blocks human TDP2 phosphodiesterase activity | O95551 | 370,000 compounds, 0.34% hits | recombinant TDP2, T5PNP hydrolysis, p-nitrophenol absorbance 415 nm | inhibition, % at 12.8 µM;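 active means inhibition above the mean of all tested compounds plus 3 SD, set per campaign, cut at about 25% in these data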;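 further: 0% = DMSO with enzyme and 100% = buffer with substrate but no TDP2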
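System – recombinant human TDP2 · Quantity – TDP2 enzyme at 120 nM final · Doses – single concentration, 12.8 µM nominal, with 1% DMSO · Incubation – 2 h at 37 °C · Measured by – epi absorbance of p-nitrophenol freed from T5PNP by hydrolysis · Read-out – % inhibition relative to enzyme-containing and enzyme-free wells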
TCR-CD3 inh – inhibitors of human TCR-CD3 interaction; TAMRA-labeled TCR probe fluorescence, biochemical; inhibition, % at 9.4 µM; 360,000 compounds, 0.37% hits; AID 651800; in the data active means inhibition above about 19%;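 further: recombinant mutant TCR 2C K166C tagged with TAMRA read by polarization; 0% = receptor in buffer alone and 100% = receptor with positive control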
The depositor's hits bear a star; . = no result given. Only part of the results is shown; count on the stated rates, not on these rows.

Results follow in this order: mABHD4 FP, SIAE inh, LEDGF integ inh, MBD2 inh, TCR-CD3 inh, HTRA1 inh, rCAG binder, NPR2 activator, PRMT1 FP inh, TDP2 inh
> CCCCNC(=O)C[C@@H]1C[C@@]2(C(=O)OC)CC(C)(C)CC=C2N(Cc2ccc3c(c2)OCO3)C1=O
 : -4, -3, 5, 0, 8, ., 0, -4, 0, -8
> CCC1(c2ccc(Cl)cc2)NC(=S)N(c2ccc(C)c(C)c2)N1 (centres undefined)
 : -4, 11, 0, 7, -1, -8, 20, 5, 11, -10
> CSc1nc2c(c(=O)[nH]c(=O)n2C)n1Cc1ccccc1Cl
 : 4, -1, -4, -1, -10, 0, 1, 6, -2, -10
> Cc1ccc(NC(=O)CCCn2c(=O)oc3ccccc32)c(O)c1
 : 3, 8, -3, 4, -1, 0, -1, -4, -1, 13
> O=c1[nH]c(O)c(C=Nc2ccc(Cl)cc2Cl)c(=O)[nH]1
 : 4, -1, 1, 1, -5, -1, 0, -1, 4, 6
> CCN(CC)C(=O)c1c([N+](=O)[O-])c(C(C)(C)C)nn1C
 : -1, 5, -2, 2, 1, 1, -4, -2, -2, 9
> CC1CCC(NC(=O)Cn2cc3c(n2)CCCC3)CC1 (centres undefined)
 : -5, 0, 0, -4, 5, 0, 2, 6, 1, -4
> Cc1cnc(C(=O)Nc2ccc(OC(F)(F)F)cc2)cn1
 : 2, 3, 2, -6, -6, 9, -3, -2, -5, -4
> CN1C(=O)C(N=Nc2ccccc2C(=O)O)N(C)C1=S (centres undefined)
 : 0, -5, -5, -7, 2, 5, 1, -8, 2, -4
> CCCCCC(=O)N1C[C@@H](n2cc(COC(=O)c3ccccc3)nn2)[C@H](O)C[C@@H]1c1ccc(OC)cc1
 : -9, 2, 2, 1, -7, -6, 1, -16, -2, 0
> C[C@@H]1CN([C@@H](C)CO)C(=O)CCCn2nncc2CO[C@@H]1CN(C)S(=O)(=O)c1ccc(-c2ccccc2)cc1
 : -4, 6, 2, -4, 0, 6, 6, 4, -2, -3
> CC1(C(=O)NS(=O)(=O)c2ccc(Cl)cc2)CCN1C(=O)Cc1cccs1 (centres undefined)
 : 2, 0, 1, 2, -2, ., 7, -1, 2, 7
> O=C(NCCSc1ncc(-c2ccccc2)[nH]1)c1ccco1
 : 3, 6, 0, -8, 0, -4, -1, -1, 1, -1
> Cc1ccc(/C=N/n2cnc3sc(-c4ccccc4)cc3c2=O)o1
 : 8, 14, 0, -3, 0, -2, 3, -1, -1, -6
> O=C(NN1CCOCC1)c1cn(-c2ccccc2)nc1-c1cccs1
 : 4, 2, 0, 2, -8, -5, -2, -2, 3, 0
> COc1cccc(C2CC(=O)C3=C(C2)Nc2ccccc2N(C(=O)CCC(=O)O)C3c2ccc(F)cc2)c1 (centres undefined)
 : -2, -4, -2, 2, 3, -3, 10, -1, -1, 5
> O=C(CN1C(=O)NC2(CCCC2)C1=O)OCCOc1ccc(Cl)cc1
 : -4, 7, 4, -3, 1, 3, -3, 4, -5, 5
> COc1ccc(-c2nnc(SCC(=O)Nc3ccc(S(=O)(=O)Nc4nccs4)cc3)n2-c2ccc(OC)cc2)cc1
 : -28, -20, 4, -2, ., ., 64*, 0, 2, -8
> Cc1nn(-c2ccc(F)cc2)c2sc(C(=O)O)cc12
 : 1, -3, 6, 5, 0, -3, 4, -2, 0, -2
> CC1CC(=O)NN=C1c1ccc(NCCO)c([N+](=O)[O-])c1 (centres undefined)
 : -4, 1, 1, -23, 7, 1, 1, 3, 1, 7

Ordered by molar mass (falling): 3 of the compounds above.
Results follow in this order: mABHD4 FP, SIAE inh, LEDGF integ inh, MBD2 inh, TCR-CD3 inh, HTRA1 inh, rCAG binder, NPR2 activator, PRMT1 FP inh, TDP2 inh
> CC1(C(=O)NS(=O)(=O)c2ccc(Cl)cc2)CCN1C(=O)Cc1cccs1 (centres undefined)
 : 2, 0, 1, 2, -2, ., 7, -1, 2, 7
> CC1CC(=O)NN=C1c1ccc(NCCO)c([N+](=O)[O-])c1 (centres undefined)
 : -4, 1, 1, -23, 7, 1, 1, 3, 1, 7
> Cc1nn(-c2ccc(F)cc2)c2sc(C(=O)O)cc12
 : 1, -3, 6, 5, 0, -3, 4, -2, 0, -2

More entries follow:
Results follow in this order: mABHD4 FP, SIAE inh, LEDGF integ inh, MBD2 inh, TCR-CD3 inh, HTRA1 inh, rCAG binder, NPR2 activator, PRMT1 FP inh, TDP2 inh
> CCOC(=O)N1CCN(CC(O)COc2ccc(OC)cc2C(C)(C)C)CC1 (centres undefined)
 : -2, 5, 0, 1, 5, -4, -10, 8, -3, -2
> CN1OC[C@@H]2CN(C(=S)Nc3ccc(C#N)cc3)[C@H](c3ccc(N4CCCCC4)cc3)C[C@@H]21
 : -1, 7, -2, 3, -7, ., 4, 1, 5, -10
> CCOC(=O)c1c(NC(=O)COC(=O)c2nc(Cl)ccc2Cl)sc(C(=O)N(C)C)c1C
 : 1, 3, -8, 3, -11, 4, -2, 4, 1, -15
> O=C(C1=C[C@H](c2ccc(Br)cc2)C[C@H](OCc2ccc(CO)cc2)O1)N1CCN(Cc2ccc3c(c2)OCO3)CC1
 : -14, -4, -2, 3, -6, -66, 7, -13, 2, -7
> COc1ccc(C(=O)N2CCOC2CNC(=O)C(=O)NCc2ccc(C)cc2)cc1 (centres undefined)
 : -1, 0, 3, 4, 3, 3, 1, 3, -6, -13
> NS(=O)(=O)c1cccc(NC(=O)COC(=O)Cc2n[nH]c(=O)c3ccccc23)c1
 : 2, 3, -3, -8, 9, 4, 6, -3, -1, -15
> COc1ccc(-c2c(NC(C)=O)n(C)c3ccccc3c2=O)cc1
 : 2, 2, -2, 0, -10, -3, 4, 1, 1, 10
> COC(=O)C(C)NC(=O)C12CC3CC(C1)CC(c1ccc(C)cc1)(C3)C2 (centres undefined)
 : -3, -3, 0, 1, 1, -2, -9, -1, -1, 0
> COc1ccc(NC(=O)C(Sc2nnc3ccccn23)c2ccccc2)cc1Cl (centres undefined)
 : -2, -3, -6, 3, 1, -24, 7, 5, 2, -16
> CCN(CC)CCn1c(SCC(=O)NCCC2=CCCCC2)nc2c(sc3ccccc32)c1=O
 : 4, -4, -4, 0, 1, -10, -2, -1, 22*, 5
> c1ccc(Cc2nn[nH]n2)cc1
 : -3, 9, -1, -2, 2, -2, 3, -6, -2, 3
> Cc1scc(C(=O)N/N=C/c2ccc(OC(C)C)cc2)c1C
 : -5, 0, -1, -2, 3, -8, -2, 3, 0, 0
> CC(=Nc1ccc(Cl)cc1N)c1c(O)cc(C)oc1=O
 : -2, -7, -2, -1, -2, ., 7, 1, 3, 0
> O=C(CSc1nccn1-c1ccccc1)NCc1ccc(F)cc1
 : -5, 5, 4, 3, 0, 9, -4, 4, -4, 4
> CN(CC(=O)Nc1cccc(Cl)c1)S(=O)(=O)c1ccc2[nH]c(=O)oc2c1
 : 7, 4, 2, -2, 5, -1, 17, -2, -1, 3
> CCOc1cc(N2CCOCC2)c(OCC)cc1NC(=O)c1ccc(S(=O)(=O)N(C)C)cc1
 : 4, -1, -1, -2, -13, 0, 1, -6, 7, -4
> C=C(C)CSc1nc2ccccc2[nH]1
 : -4, 1, -2, 0, 0, 6, 1, -3, 0, 11
> CC1(Oc2ccc(F)cc2)CCN(Cc2ccccc2OC(F)F)C1 (centres undefined)
 : -1, 4, 0, -5, -1, ., 0, -3, 1, 11
> CC1(c2nnnn2-c2ccc3c(c2)OCCO3)CSCC(=O)N1CCc1c[nH]c2ccccc12 (centres undefined)
 : -2, 4, 0, 5, ., ., 12, -3, -1, 3
> Cc1cccc(C)c1NC(=O)CN(C)C(=O)CSC(=S)N1CCCC1
 : 1, -1, 2, -3, -1, -2, -2, -2, 1, 0

Two compounds drawn at random from the list so far, as already listed:
Results follow in this order: mABHD4 FP, SIAE inh, LEDGF integ inh, MBD2 inh, TCR-CD3 inh, HTRA1 inh, rCAG binder, NPR2 activator, PRMT1 FP inh, TDP2 inh
> CC1(Oc2ccc(F)cc2)CCN(Cc2ccccc2OC(F)F)C1 (centres undefined)
 : -1, 4, 0, -5, -1, ., 0, -3, 1, 11
> O=C(CSc1nccn1-c1ccccc1)NCc1ccc(F)cc1
 : -5, 5, 4, 3, 0, 9, -4, 4, -4, 4

More structures follow.
Results follow in this order: mABHD4 FP, SIAE inh, LEDGF integ inh, MBD2 inh, TCR-CD3 inh, HTRA1 inh, rCAG binder, NPR2 activator, PRMT1 FP inh, TDP2 inh
> Cc1ccc(/C=C/c2nc3ccccc3[nH]2)o1
 : 9, 24*, 2, -2, 2, 2, 8, 2, 13, -1
> O=C(NCCCl)Nc1cccnc1Cl
 : 3, 1, 3, 3, -3, 2, -1, -2, 1, 4
> CCOc1cc(C=O)ccc1OCCCN1C(=O)NC(C)(C)C1=O
 : 7, 4, -1, 2, -5, -3, 1, 4, 1, -9
> CCCN(CC(=O)Nc1ccccc1OC)C(=O)CCC(=O)c1ccc(Cl)s1
 : -9, -4, -1, 9, -3, -7, 6, -9, 5, -9
> Cc1ccc2c(c1)NC(=O)C(CC(=O)Nc1ccc(Br)c(C)c1)O2 (centres undefined)
 : 1, -10, -3, -2, -1, -5, 0, -13, 1, 8
